High-throughput results deposited in PubChem BioAssay by Sanford-Burnham Center for Chemical Genomics.
Mdm2-MdmX inh: human Mdm2/MdmX binding inhibition | SaOS-2 split-luciferase Mdm2/MdmX complementation, luminescence | inhibition, % at 8 µM | 3% of 330,000 active;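 active = inhibition of at least 50% at 8 µM in the primary screen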
Target sequence (O15151 whole entry, looked up): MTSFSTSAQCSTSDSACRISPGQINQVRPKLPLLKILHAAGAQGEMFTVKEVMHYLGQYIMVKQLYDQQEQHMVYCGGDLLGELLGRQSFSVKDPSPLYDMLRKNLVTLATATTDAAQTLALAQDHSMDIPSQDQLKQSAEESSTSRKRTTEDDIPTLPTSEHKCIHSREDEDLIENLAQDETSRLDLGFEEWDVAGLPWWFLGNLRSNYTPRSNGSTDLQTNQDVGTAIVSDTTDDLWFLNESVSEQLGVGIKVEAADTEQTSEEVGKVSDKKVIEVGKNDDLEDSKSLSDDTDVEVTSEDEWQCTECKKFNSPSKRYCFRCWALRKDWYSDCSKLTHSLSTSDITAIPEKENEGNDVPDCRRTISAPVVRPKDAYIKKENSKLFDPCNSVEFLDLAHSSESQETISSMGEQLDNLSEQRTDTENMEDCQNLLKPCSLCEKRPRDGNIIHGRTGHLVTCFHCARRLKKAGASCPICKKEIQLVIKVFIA
Target sequence (Q00987 whole entry, looked up): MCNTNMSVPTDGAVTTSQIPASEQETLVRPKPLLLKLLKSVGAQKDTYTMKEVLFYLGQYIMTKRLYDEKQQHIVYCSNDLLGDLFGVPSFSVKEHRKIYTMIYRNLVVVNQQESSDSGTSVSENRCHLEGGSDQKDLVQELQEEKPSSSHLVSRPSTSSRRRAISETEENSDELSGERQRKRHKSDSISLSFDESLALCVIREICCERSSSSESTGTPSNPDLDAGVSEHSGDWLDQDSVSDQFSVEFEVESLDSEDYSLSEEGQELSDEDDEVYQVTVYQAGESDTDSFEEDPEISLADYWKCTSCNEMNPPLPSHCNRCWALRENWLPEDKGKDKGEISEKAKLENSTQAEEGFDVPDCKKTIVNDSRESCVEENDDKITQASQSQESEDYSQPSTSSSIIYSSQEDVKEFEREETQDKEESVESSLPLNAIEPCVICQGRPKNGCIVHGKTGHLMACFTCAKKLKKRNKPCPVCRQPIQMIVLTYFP
XBP1 UPR activ: adaptive UPR (XBP1) activation | CHO-XBP1 luciferase reporter, IRE1-XBP1 UPR activation, luminescence; percent of tunicamycin response, DMSO as zero | activation, % at 20 µM | 0.33% of 330,000 active | AID 463104;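 active = versus positive control, 20 µM dose yields 30% or more activation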;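 also: 100% = tunicamycin at 10 µg/mL and 0% = DMSO only wells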
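incubation = overnight seeding at 37 °C, 6 h compound treatment at 37 °C | assay system = CHO-XBP1 cells stably carrying IRE1-XBP1-driven luciferase reporter | input = 1000 cells per well | detection = luciferase luminescence | dosing = single point, 20 µM final compound, 1% DMSO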
APJ agonist: agonists of human APJ apelin receptor | P35414 | CHO-K1 APJ PathHunter beta-arrestin, luminescence; 0% DMSO wells, 100% apelin | activation, % at 20 µM | 0.11% of 330,000 active | AID 2520;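 active = activation more than six SD over the plate average, tested at 20 µM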;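 also: 0% = DMSO alone and 100% = apelin-13 at 10 nM; some results filed as inactive read as strong as hits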
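Assay system – PathHunter CHO-K1 APJ (AGTRL-1) beta-arrestin reporter cells · Compound – one dose, 20 µM compound, 1% DMSO · Timing – compound 90 min 25 °C, reagent 1 h · Measured by – luminescence from split beta-galactosidase complementation, Galacton Star/Emerald II substrate · Measure – beta-arrestin recruitment to APJ as agonist activity, luminescent signal · Benchmarks – DMSO vs Apelin-13 10 nM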
tim23-1 inh: growth inhibitors of tim23-1 mutant yeast; S. cerevisiae tim23-1 growth, BacTiter-Glo luminescence, 24 h; inhibition, % at 20 µM; 1.3% of 330,000 active; AID 463212;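 active = growth inhibition of the mutant yeast at or above 50%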;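 also: temperature-sensitive mutant grown at 25 °C; plate controls were DMSO-treated mutant yeast for no effect and medium wells lacking yeast for full effect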
TIM10 inh: TIM10 yeast growth inhibition; 1.4% of 330,000 active; inhibition, % at 10 µM; S. cerevisiae TIM10 strain growth, BacTiter-Glo luminescence, 24 h;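 active = inhibition of 40% or more at the single tested concentration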;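 also: wild-type TIM10 isogenic control strain grown at permissive 25 °C; 0% = DMSO yeast wells and 100% = minimal medium wells without yeast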
APJ antagonist: antagonists of human APJ apelin receptor; P35414; CHO-K1 APJ beta-arrestin complementation, luminescence; inhibition, % at 20 µM; 0.32% of 330,000 active; AID 2521;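 active = inhibition above about 40% at 20 µM, limit read from the data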;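 also: cells challenged with 10 nM apelin-13 agonist together with compound; plate controls were apelin-13 plus DMSO wells for no effect and DMSO wells lacking apelin-13 for full effect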
CXCR6 block: inhibitors of human CXCR6 receptor | O00574 | CHO-K1 PathHunter CXCR6 beta-arrestin, luminescence | inhibition, % at 20 µM | 0.36% of 360,000 active | AID 602244; in the data active = inhibition above about 34%, passing the limit was not always enough;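 also: antagonist mode with CXCL16 agonist at 10 nM final; 0% = 10 nM CXCL16 with DMSO and 100% = unstimulated wells without agonist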
tim10-1 inh: inhibits growth of tim10-1 mutant yeast. inhibition, % at 20 µM. AID 463190. S. cerevisiae tim10-1 ts strain growth, BacTiter-Glo, 24 h. 2.2% of 330,000 active;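 active = inhibition of at least 40%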;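 also: mutant grown at 25 °C; 0% = DMSO wells with yeast and 100% = wells holding no yeast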
CHOP UPR activ: apoptotic UPR (CHOP) activation | CHO-CHOP luciferase reporter, luminescence; percent of tunicamycin response over DMSO baseline | activation, % at 10 µM | 0.34% of 330,000 active | AID 449763;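 active = at 10 µM dose, activation of 40% or more, normalized to positive control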;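 also: 100% = tunicamycin at 10 µg/mL and 0% = DMSO alone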
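Test system: CHO CHOP reporter cells. Input: 500 CHO-CHOP cells per well. Medium: F12 with 10% FBS. Technique: luciferase luminescence. Measure: percent activation relative to tunicamycin control. Dosing: 10 µM compound, 0.5% DMSO. Timing: 16-18 h cell attachment, then 6 h compound exposure, 37 °C.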
Active calls of the source: *; / = not tested or not shown. A portion of the library (hit frequency here may not be typical).

Values run as follows: Mdm2-MdmX inh, XBP1 UPR activ, APJ agonist, tim23-1 inh, TIM10 inh, APJ antagonist, CXCR6 block, tim10-1 inh, CHOP UPR activ
[1] COc1cc2c(C#CCCO)c(-c3ccsc3)oc(=O)c2cc1OC
    26, 3, 1, 5, -7, 14, 20, -24, 0.7
[2] CCOC(=O)c1c(C)n(-c2ccc(C)cc2)c2ccc(O)c(CN(C)C)c12
    54*, 1, 7, 8, 5, -19, -8, 29, 1.4
[3] O=C(OCCOc1cccc(Cl)c1)c1cc(S(=O)(=O)N2CCOCC2)ccc1F
    6, -4, 3, 25, -4, 6, -21, 23, 2.6
[4] Cc1ccc(S(=O)(=O)N(C)CCCC(=O)Nc2ccccn2)cc1
    -1, 0, -1, -16, -17, 11, -10, 0, 1.5
[5] COc1cc(C(=O)OCC(=O)Nc2c(C)n(C)n(-c3ccccc3)c2=O)c([N+](=O)[O-])cc1OC
    -3, -2, 4, 12, -8, -1, -3, 11, 0.6
[6] CCc1ccc(N2CC(C(=O)Nc3cccnc3)CC2=O)cc1 (stereo not given)
    13, 1, -4, -8, -21, -14, 6, -1, -1.9
[7] Cc1ccc(SCCC(=O)NC(C)C)cc1
    -8, -3, -4, -4, 0, 15, -7, 6, 0.9
[8] COc1ccc(C2C(C(=O)Nc3cccc(OC)c3)c3ccccc3C(=O)N2C)cc1 (stereo not given)
    4, -1, -2, 15, -2, 4, -6, 14, 1.7
[9] Cc1ccc(Cl)c(NC(=O)CCl)c1Cl
    11, 0, 1, 8, 0, -12, 1, 19, -0.6
[10] Cc1ccc2c(c1)NC(C(C)(C)C)CO2 (stereo not given)
    8, -1, -8, 2, 2, 18, -2, -5, -3.4
[11] CC(=O)N(CN1C(=O)CCC1=O)c1cccc(Cl)c1
    -9, 0, -2, -6, 1, -10, -9, -13, -1.4
[12] CCOc1ccc(-c2nc(CSCC(=O)NCC3CCCO3)c(C)o2)cc1 (stereo not given)
    14, 0, -1, 18, -1, 4, -1, 15, -8.5
[13] O=C(Nc1ccn(Cc2c(F)c(F)c(F)c(F)c2F)n1)c1ccc(COc2ccccc2Cl)cc1
    15, -2, -4, -2, 6, -3, 0, 9, 2.3
[14] Cc1c(-n2c(SCC(N)=O)nc3ccccc3c2=O)c(=O)n(-c2ccccc2)n1C
    23, -3, -2, -4, 10, 6, 0, -4, 0.4
[15] Cc1ccc(NC(=O)Cn2nnc3ccccc32)cc1
    -14, 2, -2, 9, -24, 1, 1, -2, 3.6

Next section.
Values run as follows: Mdm2-MdmX inh, XBP1 UPR activ, APJ agonist, tim23-1 inh, TIM10 inh, APJ antagonist, CXCR6 block, tim10-1 inh, CHOP UPR activ
[16] CCCn1c(=N)n(CC(=O)c2ccco2)c2ccccc21
    25, -1, -3, 5, 1, 2, 0, 0, -0.5
[17] Cc1ccccc1-c1nnc(SCC(=O)N(CC(C)C)c2c(N)n(CC(C)C)c(=O)[nH]c2=O)n1C
    14, -3, -5, 24, 3, -2, -2, -4, 0.1
[18] COc1ccc(NC(=O)CSCC(=O)N(C)CCOc2ccc(Cl)cc2)cc1
    1, -3, -3, 25, -6, 16, -6, 17, 1.9
[19] COc1cccc(CC(=O)Nc2nc(-c3ccc(OC)c(OC)c3)cs2)c1
    33, 0, -2, 16, -2, 8, -9, 0, 2.5
[20] C/C(=N\NC(=O)c1ccccc1F)c1ccc2c(c1)Nc1ccccc1S2
    46, 1, 7, 15, 16, -38, -23, 19, 4.3
[21] Cc1ccc2c(c1)C(c1ccccc1)N(C(=O)c1ccc3c(c1)OCO3)CC(=O)N2 (stereo not given)
    24, -2, -2, 22, 15, 0, 5, 28, -0.1
[22] Cc1cc(C(=O)Nc2ccc3c(c2)OCCO3)c2ccccc2n1
    4, -4, -4, 3, -8, 0, 5, -2, -2.5
[23] O=Nc1c(-c2c(O)[nH]c3cc(Br)ccc23)[nH]c2ccccc12
    99*, -3, -2, 51*, 32, 36, 61*, 9, 16
[24] C(=N\n1cncn1)/c1ccc(N2CCOCC2)cc1
    -12, 2, 1, -1, -4, -7, -1, 4, -1.1
[25] CSc1ccccc1-n1nnnc1SCC(=O)NCc1cccs1
    34, -3, 0, 8, -1, 11, -7, 12, -1.1
[26] COc1ccc(/C=N/NC(=O)c2ccc(COc3ccccc3Cl)o2)c(OC)c1C
    45, 7, 0, -2, -12, -2, -5, 12, 12
[27] CNC(=O)CSc1nc2cc(S(=O)(=O)Nc3ccccc3OC)ccc2o1
    7, -1, -4, 4, -2, -9, -1, -2, -1.9
[28] Cc1cccc(N(C(=O)Cn2nnc3ccccc32)C(C(=O)NC(C)(C)C)c2ccsc2)c1 (stereo not given)
    30, -7, -5, 0, 0, -6, -1, -12, -3.3
[29] Cc1noc(C)c1CCC(=O)NC1CCCN(Cc2ccc(Cl)cc2)C1 (stereo not given)
    -9, -1, 0, -5, 3, 13, 5, -6, 1.1
[30] O=S(=O)(c1ccccc1)N1CCN(Cc2cccc(Br)c2)CC1
    2, 2, -1, 13, -11, 5, -16, 22, -3.3

(cont.)
Values run as follows: Mdm2-MdmX inh, XBP1 UPR activ, APJ agonist, tim23-1 inh, TIM10 inh, APJ antagonist, CXCR6 block, tim10-1 inh, CHOP UPR activ
[31] CCOc1ccc(CCNC(=O)C2CCCN(c3nnc(-n4cccc4)s3)C2)cc1OCC (stereo not given)
    20, -5, -4, 2, 10, 2, 12, 6, -0.2
[32] COc1ccc(-n2nnnc2SCC(=O)Nc2ccc3c(c2)OCCO3)cc1OC
    17, -2, -2, -6, 3, 16, -7, 7, -3.0
[33] Cc1ccc(S(=O)(=O)N(C)CC(=O)Oc2ccc(-c3nnco3)cc2)cc1
    1, -4, 4, 7, 5, -32, 6, 9, -0.9
[34] C/C(=N\NC(=O)c1c(Cl)cnn1C)c1cccc(NC(=O)c2ccc(C)cc2)c1
    14, -2, 6, -11, -8, 13, -5, -2, 4.9
[35] CCN(Cc1ccccc1)S(=O)(=O)c1ccc(S(=O)(=O)N(Cc2ccccn2)Cc2ccco2)cc1
    -26, -1, -3, 2, -10, -7, 9, 3, -1.1
[36] Cc1cccc(Nc2nc(-c3cccs3)cs2)n1
    -231, 3, -3, 44, 30, -9, 3, 6, 0.2
[37] CCCCNC(=O)COC(=O)c1ccc(Cl)c(S(=O)(=O)N2CCCC2)c1
    -5, -1, -1, -12, -18, 7, -1, 21, 0.0
[38] CCOc1ccc(NS(=O)(=O)c2ccc3ncsc3c2)cc1
    11, -2, -1, 37, 3, -5, 4, 17, -0.3
[39] Cc1cc(C)c2c(=O)n(CC(=O)Nc3ccc(Cl)cc3)sc2n1
    8, -1, 6, 18, 86*, 1, 65*, 91*, 2.5
[40] CNC(=S)NNC(=O)Cc1ccc(O)cc1
    18, -3, -1, -1, 5, -3, -11, 0, 0.9
[41] Nc1nc(Cl)nc2c1ncn2[C@@H]1O[C@H](CO)[C@@H](O)[C@H]1O
    25, -5, 1, -15, 8, -16, -2, 8, -2.1
[42] Cc1cccc(COC(=O)CCCNC(=O)c2ccc(Cl)cc2)c1
    -13, 0, -2, 13, -27, 7, 5, -18, -1.7
[43] COc1ccc(NC(=O)COc2cccc3c2OC(C)(C)C3)cc1OC
    22, -2, -2, 22, 4, 6, -3, 10, -0.5
[44] CCOc1ccc(S(=O)(=O)NCCC(=O)NC2CCC(C)CC2)cc1 (stereo not given)
    8, -1, -1, 13, -9, 9, 5, 10, 1.3
[45] O=C1c2cc([N+](=O)[O-])ccc2-c2ncccc21
    -21, -3, 5, 11, -16, -35, -18, -2, 1.8

Remaining list, next part
Values run as follows: Mdm2-MdmX inh, XBP1 UPR activ, APJ agonist, tim23-1 inh, TIM10 inh, APJ antagonist, CXCR6 block, tim10-1 inh, CHOP UPR activ
[46] O=C(NNC(=O)c1ccc(=O)[nH]c1)c1ccc(NS(=O)(=O)c2cccs2)cc1
    8, -3, -1, -13, 1, -11, 6, -10, 0.3
[47] CCS(=O)(=O)NCCc1csc(-c2ccc(OC)c(OC)c2)n1
    14, 2, -2, 2, -15, -10, -6, 4, 0.8
[48] O=[N+]([O-])c1ccc(N2CCN(c3ccccn3)CC2)c(Cl)c1
    2, 0, -1, 30, -83, 18, 1, 9, 7.3
[49] Cc1cc(C)n2nc(SCc3cc(=O)oc4cc(C)c(C)cc34)nc2n1
    36, 4, -1, 2, 15, 4, /, 6, -0.3
[50] COc1ccccc1NC(=S)NCCc1ccc(F)cc1
    1, 2, 2, 7, 29, 5, 2, 48*, -0.6
[51] O=C1NC2=C(C(=O)OC2)C(c2ccc(OC(F)(F)F)cc2)N1 (stereo not given)
    -4, 0, -3, -1, -22, -25, -15, 7, 2.0
[52] O=C(Cn1c(NCCO)nc2ccccc21)NCCc1ccccc1
    -19, -2, 2, 10, 11, 32, 2, 6, -0.5
[53] CNC(=O)Cc1csc2ccc(C)cc12
    11, 0, 3, 8, 10, 4, 0, -6, -1.2
[54] COc1cc(OC)c(C2=NOC(C(=O)Nc3c(C)nn(CC(=O)N4CCCC4)c3C)C2)cc1Cl (stereo not given)
    30, 0, 0, 8, 12, -11, -3, 19, -0.6
[55] CCOC(=O)C1=C(c2ccccc2)NC(=O)NC1c1ccc(O)c(Cl)c1 (stereo not given)
    94*, -2, 4, -5, 8, 13, 5, 6, -1.2
[56] CCN(CC)Cc1cc(NC2=NS(=O)(=O)c3ccccc32)ccc1OC(=O)C(C)C
    -11, 0, -8, 4, 4, 16, 0, -5, 1.1
[57] CCC(c1nnc(SCC(=O)Nc2cc(Cl)ccc2C#N)n1C1CCCCC1)N(C)C (stereo not given)
    13, -3, -2, 27, 29, 5, 3, 24, -1.2
[58] CCn1cc(C(=O)NCCCN2CCN(C)CC2)c(=O)c2cc(S(=O)(=O)N3CCc4ccccc4C3)ccc21
    8, -5, -3, 10, 18, 3, 5, -12, 1.6
[59] COC(=O)c1cccnc1-n1c(=O)c2cccnc2n(Cc2cccc(C(F)(F)F)c2)c1=O
    18, -1, -1, 32, 4, 14, -13, 14, -1.0
[60] Cc1onc(-c2ccccc2Cl)c1C(=O)Nc1ncn[nH]1
    -14, -2, 7, 1, 27, -41, 0, 13, -0.2
[61] S=C1N(c2ccccc2)C(c2ccccc2)N2CCCN12 (stereo not given)
    9, -1, -22, 21, 16, 2, 4, 15, -0.9
